TRPC4 potent – allosteric potentiators of mouse TRPC4 channel; Q9QUQ5; HEK293 TRPC4beta/mu-opioid, DAMGO EC20, Fluo-4 Ca2+ flux; hits give high values; B-score at 10 µM; hit rate 0.42% among 310,000;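 active means B-score of calcium response area above 5 SD of library B-scores, with initial fluorescence ratio within 5 SD of library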;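 further: B-score of integrated fluorescence ratio over time as area under calcium response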
Target sequence (Q9QUQ5 whole entry, looked up): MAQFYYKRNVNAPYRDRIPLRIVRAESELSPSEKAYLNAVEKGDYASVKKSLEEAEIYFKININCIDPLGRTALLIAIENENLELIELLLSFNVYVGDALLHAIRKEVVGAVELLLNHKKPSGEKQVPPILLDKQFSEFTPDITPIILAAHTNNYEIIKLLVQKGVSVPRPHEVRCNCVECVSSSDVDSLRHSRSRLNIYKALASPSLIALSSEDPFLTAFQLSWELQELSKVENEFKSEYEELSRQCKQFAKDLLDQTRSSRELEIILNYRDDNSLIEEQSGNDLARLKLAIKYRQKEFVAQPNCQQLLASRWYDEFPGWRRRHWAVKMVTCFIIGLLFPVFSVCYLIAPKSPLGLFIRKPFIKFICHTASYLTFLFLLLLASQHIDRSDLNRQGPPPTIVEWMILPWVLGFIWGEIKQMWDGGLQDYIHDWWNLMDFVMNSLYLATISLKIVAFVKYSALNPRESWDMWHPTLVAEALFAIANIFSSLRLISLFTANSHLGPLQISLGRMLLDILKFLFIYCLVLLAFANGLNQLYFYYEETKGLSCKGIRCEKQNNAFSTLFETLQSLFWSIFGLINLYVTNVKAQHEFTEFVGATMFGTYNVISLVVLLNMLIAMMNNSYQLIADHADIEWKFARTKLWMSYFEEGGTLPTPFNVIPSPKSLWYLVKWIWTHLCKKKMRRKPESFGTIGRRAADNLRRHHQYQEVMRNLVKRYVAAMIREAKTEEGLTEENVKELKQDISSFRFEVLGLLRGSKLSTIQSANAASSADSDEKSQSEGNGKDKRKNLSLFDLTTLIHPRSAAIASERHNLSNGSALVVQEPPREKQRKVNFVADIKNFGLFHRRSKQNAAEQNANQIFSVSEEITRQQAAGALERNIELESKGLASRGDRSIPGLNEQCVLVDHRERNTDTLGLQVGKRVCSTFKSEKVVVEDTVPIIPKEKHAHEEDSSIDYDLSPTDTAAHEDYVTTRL
Platelet DG rel – modulates dense granule release in human platelets | human platelet-rich plasma, SFLLRN dense granule ATP release, luminescence | inhibition, %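 (compounds screened at 7.5 µM in platelet-rich plasma)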 | hit rate 0.22% among 300,000 | AID 1663;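 active means mean replicate score, as percent of positive control, at or above 50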
KCNQ1 pot – human KCNQ1 channel potentiation or activation. B-score at 10 µM. CHO-K1 KCNQ1, thallium flux FluxOR fluorescence; hits give high values. hit rate 0.35% among 310,000. P51787;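 active means fluorescence ratio B-score, a plate-corrected score, at least three library SD, with initial intensity B-score within 5 SD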
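Doses: Single concentration per compound, DMSO matched to controls | Test system: KCNQ1-transfected CHO-K1 cells | Timing: 90 min dye loading and 20 min compound exposure, both at room temperature | Measured by: Kinetic FluxOR thallium fluorescence, 10-s 1-Hz baseline, 110-s post-stimulus read | Medium: Assay buffer with matched DMSO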
KCNK3 block – human KCNK3 channel inhibition, primary screen; O14649; CHO-KCNK3 thallium flux, FluxOR fluorescence; hits give low values; B-score at 10 µM; hit rate 0.84% among 340,000;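 active means B-score under library mean minus 4 SD, starting fluorescence ratio at most library mean plus 5 SD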;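 further: more negative B-score means stronger inhibition of thallium flux through KCNK3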
TRPC4 inh – TRPC4 (mouse) channel inhibition. hit rate 0.39% among 300,000. AID 2247. B-score at 10 µM. HEK293 TRPC4beta/mu-opioid, DAMGO-evoked Fluo4 calcium flux; hits give low values;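 active means B-score over 3 SD under the library average, no early fluorescence shift, positive overall ratio signal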
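Assay system: HEK293 cells with stable TRPC4beta plus mu-opioid receptor expression; Probe or stimulus: DAMGO in two steps, submaximal then maximal; Dosing: single-point compound dosing; Measured by: Fluo4 calcium-dye fluorescence, kinetic read; Read-out basis: B score from integrated Fluo4 fluorescence ratio.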
hERG rescue – hERG (human) protection from proarrhythmic block; CHO-hERG, FluxOR thallium flux, dofetilide IC70 present; activation (rescue from dofetilide block), less the hit threshold, % at 10 µM; hit rate 0.51% among 310,000; AID 1511;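 active means activation above the mean of controls blocked by dofetilide plus 5 SD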;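 further: thallium influx through hERG after potassium depolarization seen as dye fluorescence rise; in these data hits start at about 4.7%; inactives centre near -7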
KCNK9 inh – inhibitors of human KCNK9 two-pore domain potassium channel; B-score at 10 µM; HEK293 KCNK9, FluxOR thallium flux fluorescence; hits give low values; Q9NPC2; hit rate 1.2% among 310,000;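 active means ratio B-score over 3 SD below the library mean, with starting fluorescence within 5 SD of its mean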;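 further: negative B-score means less thallium flux so channel inhibition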
PolyA inh – yeast polyadenylation inhibition; calls only at 12 µM; AID 1875; S. cerevisiae SKY197-pL101 polyadenylation reporter, beta-gal luminescence; efflux-impaired pdr1/pdr3 knockout yeast; score 100 = 6 SD above DMSO; hit rate 0.02% among 300,000;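 active means lowest replicate activity score at least 50, where 100 means six control SD above control mean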;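 further: yeast exposed to compound for 9 h at 30 °C; higher score means more reporter readthrough which indicates perturbed polyadenylation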
KCNQ1 inh – blocks the human KCNQ1 potassium channel. CHO-K1 KCNQ1, FluxOR thallium flux fluorescence; hits give high values. B-score at 10 µM. P51787. hit rate 1.3% among 310,000;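 active means compounds whose thallium flux B-score, printed positive for inhibition, exceeds three library SD while starting fluorescence stays within three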;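 further: channel opened by potassium depolarization with thallium stimulus after 20 min compound exposure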
TRPC4 agonist – opens the mouse TRPC4 cation channel; Q9QUQ5; HEK293 TRPC4beta/mu-opioid, Fluo4 calcium fluorescence; hits give high values; B-score at 10 µM; hit rate 0.49% among 310,000; AID 2237;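 active means B-score above 5 SD of library B-scores, and initial fluorescence ratio not above library mean plus 5 SD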;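 further: positive B-score marks a calcium rise read as TRPC4 activation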
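system = HEK293 cells stably co-expressing mouse TRPC4beta and mu-opioid receptor | schedule = Fluo4 dye loading 45 min at room temperature, 110 s recording | measure = B-scored integrated calcium fluorescence ratio | signal = Fluo4 calcium-sensitive dye fluorescence, kinetic, 1 Hz baseline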
DYRK1A inh – Dyrk1A (rat) kinase inhibition; Q63470; ADP-Glo luminescence, NFATc1 peptide; inhibition, % at 12.5 µM; hit rate 0.43% among 310,000; in the data active means inhibition above about 50%;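 further: plate controls were vehicle with enzyme for no effect and no enzyme for full effect; many of its hits are not listed in these tables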
* hit, by the source's call; i = inactive; x = no result given.

SMILES	TRPC4 potent	Platelet DG rel	KCNQ1 pot	KCNK3 block	TRPC4 inh	hERG rescue	KCNK9 inh	PolyA inh	KCNQ1 inh	TRPC4 agonist	DYRK1A inh
NC(=O)CNc1n[nH]c(=S)[nH]c1=O	i	4	i	i	i	-9	i	i	i	i	-2
CC1(C)CC(=O)C2=C(C1)OC(N)=C(C#N)C2C#Cc1ccccc1 (configuration not stated)	i	6	i	i	i	-6	i	i	i	i	-3
Fc1ccc(-c2nnc3n2CCCCC3)cc1	i	1	i	i	i	-3	i	i	i	i	0
O=C(C#Cc1ccccc1)c1ccc([N+](=O)[O-])cc1	i	2	i	i	i	2	i	i	i	i	-6
O=C1NC(=O)C(CC(=O)N(c2ccccc2)C2(C(=O)NC3CCCC3)CCCCC2)N1 (configuration not stated)	i	-16	i	i	i	-9	i	i	i	i	2
COc1ccc(/C=C/C(=O)Oc2cc(O)cc(O)c2)cc1	i	2	i	i	-7*	-10	i	i	i	i	1
COc1ccc(N(CC(=O)Nc2cc(C)on2)S(=O)(=O)c2cc(C)ccc2C)cc1	i	1	i	i	i	-11	i	i	i	i	10
CCOc1ccc2nc(Cl)c(C3CC(c4ccccc4)=NN3C(=O)c3cccs3)cc2c1 (configuration not stated)	i	-3	i	i	i	-5	i	i	i	i	5
CO/N=C/C=C1/N(C)c2ccccc2C1(C)C	i	2	i	i	i	-5	i	i	i	i	0
c1ccc(CNc2c3c(nc4ncnn24)CCCC3)nc1	i	-4	i	i	i	-9	i	i	i	i	12
O=S(=O)(NCCSc1nc2ccccc2o1)c1ccccc1	i	-2	i	i	i	-9	i	i	i	i	0
O=C1[C@H]2[C@@H](c3ccc(F)cc3)N3C(=O)N(c4cccc(Cl)c4)C(=O)[C@@]3(Cc3ccc(Cl)cc3)[C@H]2C(=O)N1C1CCCCC1	i	3	i	i	i	-8	i	i	i	i	-8
Cc1cccc(C)c1OCC(=O)NNC(=O)CCNC(=O)c1ccco1	i	4	i	i	i	-13	i	i	i	i	5
COc1ccc(C2Nc3ccccc3C(=O)N2NS(=O)(=O)c2ccc(C)cc2)c(OC)c1 (configuration not stated)	i	6	i	i	i	-5	i	x	i	i	4
COC(=O)C1=C(C)Nc2nc(SCc3ccccc3)[nH]c(=O)c2C1c1cccs1 (configuration not stated)	i	-25	i	i	i	-5	i	i	i	i	45
Cc1ccccc1-n1nc(CSc2nc3ccccc3[nH]2)c(-c2ccccc2)c1N	i	-8	i	i	i	-18	i	i	i	i	-4
Cn1c(CNc2ccc(Cl)cc2)nnc1SCCN1CCCCC1	i	-4	i	i	i	-9	i	i	i	i	-2
Cc1ccc(N(C(C)C(=O)Nc2ccccc2C(=O)N2CCOCC2)S(C)(=O)=O)cc1C (configuration not stated)	i	-31	i	i	i	0	i	i	i	i	8
O=C(Cn1nnc2ccccc21)Nc1ccccc1[N+](=O)[O-]	i	1	i	i	i	2	i	i	i	i	-3
O=C(CN1CCCC1)N1c2ccccc2Sc2ccc(C(F)(F)F)cc21	i	-34	i	i	i	-11	i	i	i	i	-4
COc1ccccc1-n1c(SCC(=O)Nc2cccc(C(=O)O)c2)nnc1-c1ccccc1O	i	7	i	i	i	-12	i	i	i	i	-1
O=C(NNC(=O)C1CC2CCC1C2)c1sc2ccccc2c1Cl (configuration not stated)	i	-6	i	i	i	-8	i	i	i	i	27
CC/C(=N\NC(=O)C1CC1)c1cccc(Cl)c1	i	3	i	i	i	-10	i	i	i	i	-1
O=C(c1cnccn1)N1CCc2c([nH]c3ccccc23)C1c1cccc(Cl)c1 (configuration not stated)	i	4	i	i	i	-10	i	i	i	i	14

Reformatted field by field: 3 of the compounds above.
SMILES: COc1ccccc1-n1c(SCC(=O)Nc2cccc(C(=O)O)c2)nnc1-c1ccccc1O
  TRPC4 potent: i | Platelet DG rel: 7 | KCNQ1 pot: i | KCNK3 block: i | TRPC4 inh: i | hERG rescue: -12 | KCNK9 inh: i | PolyA inh: i | KCNQ1 inh: i | TRPC4 agonist: i | DYRK1A inh: -1
SMILES: O=C(c1cnccn1)N1CCc2c([nH]c3ccccc23)C1c1cccc(Cl)c1 (configuration not stated)
  TRPC4 potent: i | Platelet DG rel: 4 | KCNQ1 pot: i | KCNK3 block: i | TRPC4 inh: i | hERG rescue: -10 | KCNK9 inh: i | PolyA inh: i | KCNQ1 inh: i | TRPC4 agonist: i | DYRK1A inh: 14
SMILES: Cc1cccc(C)c1OCC(=O)NNC(=O)CCNC(=O)c1ccco1
  TRPC4 potent: i | Platelet DG rel: 4 | KCNQ1 pot: i | KCNK3 block: i | TRPC4 inh: i | hERG rescue: -13 | KCNK9 inh: i | PolyA inh: i | KCNQ1 inh: i | TRPC4 agonist: i | DYRK1A inh: 5

Next part.
SMILES	TRPC4 potent	Platelet DG rel	KCNQ1 pot	KCNK3 block	TRPC4 inh	hERG rescue	KCNK9 inh	PolyA inh	KCNQ1 inh	TRPC4 agonist	DYRK1A inh
O=c1c2c([N+](=O)[O-])cc([N+](=O)[O-])cc2nc2ccccn12	i	5	i	i	i	1	i	i	i	i	-7
O=C(CCS(=O)(=O)c1ccc(F)cc1)Nc1nc(-c2ccccn2)cs1	i	2	i	i	i	-9	i	i	i	i	-2
CC(=O)Nc1cccc(Oc2ccc3c(c2)C(=O)N(CCC(=O)O)C3=O)c1	i	-1	i	i	i	-4	i	i	i	i	13
Cc1cccc(NC(=O)N2CCC(c3nc4ccccc4o3)CC2)c1	i	7	i	i	i	-11	i	i	i	i	1
CC(C)(C)NS(=O)(=O)CC12CCC(CC1=O)C2(C)C (configuration not stated)	i	6	i	i	i	-3	i	i	i	i	-3
COc1ccc2cc(CN(Cc3cccnc3)Cc3nnnn3Cc3ccccc3)c(=O)[nH]c2c1	i	-1	i	x	i	-11	i	i	i	i	x
Cc1ccc(SCCC(=O)N/N=C/c2ccccc2O)cc1	i	0	i	i	i	-6	i	i	i	i	-4
COc1ccc(NC(=O)Cc2c(F)cccc2Cl)c(OC)c1	i	3	i	i	i	-9	i	i	i	i	-5
CCOc1ccc(N(CC(N)=O)S(=O)(=O)c2ccc(F)cc2)cc1	i	4	i	i	i	-4	i	i	i	i	-1
CCC(=O)N=C1SC2CS(=O)(=O)CC2N1c1cccc(OC)c1 (configuration not stated)	i	1	i	i	i	-10	i	i	i	i	-3
CCOc1c(C)cnc2c1c(=O)n(Cc1ccc(Cl)cc1)c(=O)n2C	i	-22	i	i	i	-3	i	i	i	i	x
COc1ccc(CCNC(=O)c2nnn(CC(=O)Nc3ccccc3C)c2N)cc1OC	i	x	i	i	i	-6	i	i	i	i	-3
COc1ccccc1OCC(=O)NNC(=O)CCCC(=O)NNC(=O)COc1ccccc1OC	i	-7	i	i	i	-9	i	i	i	i	x
COc1ccc(CNC(=O)CN2C(=O)COc3ccc(S(=O)(=O)N4CCCCC4)cc32)cc1	i	2	i	i	i	-7	i	i	i	i	x
Cc1cc(C)n(CC(C)NCc2c(C(=O)N3CCOCC3)nc3c(C)cccn23)n1 (configuration not stated)	i	-1	i	i	i	-15	i	i	i	i	13
CCOC(=O)c1c(NC(=O)c2ccoc2C)sc(C(=O)N(C)C)c1C	i	1	i	i	i	-6	i	i	i	i	0
CN(C)/C=N/C(=S)Nc1ccc(F)cc1	i	-3	i	i	i	0	i	i	i	i	6
CC(C)(C)C(=O)Oc1cc(N)n(S(=O)(=O)c2ccccc2)n1	i	-3	i	i	i	-4	i	i	i	i	-3
Cc1cc(N2CCCC2)nc2ccc(NC(=S)NCCCOC(C)C)cc12	i	2	i	i	i	-13	i	i	i	i	13
CN(C)c1ccc(/C=N/NC(=O)COc2ccccc2)cc1	i	-1	i	i	i	-6	i	i	i	i	-21
CCC(=O)Nc1nc(C)c(C(=O)NC2CCCCC2)s1	i	1	i	i	i	-12	i	i	i	i	-1
CCOC(=O)N1CCC(NC(=O)CSc2cc(=O)n(C)c3ccccc23)CC1	i	-1	i	i	i	-6	i	i	i	i	-7
CC(=O)Nc1ccc(OS(=O)(=O)c2ccc(C)cc2C)cc1	i	-8	i	i	i	-10	i	i	i	i	0
CC1(c2ccc(Cl)cc2)NC(=O)N(CC(=O)NC(=O)NCc2ccco2)C1=O (configuration not stated)	i	-10	i	i	i	2	i	i	i	i	-2
CCc1ccc(C(=O)NNC(=O)c2cc(S(=O)(=O)N(C)C)ccc2N2CCCC2)cc1	i	20	i	i	i	-14	i	i	i	i	-2
O=C1C2C3C=CC(C3)C2C(=O)N1CCc1ccccc1 (configuration not stated)	i	-1	i	i	i	-2	i	i	i	i	13
NC(=O)c1cc[n+](Cc2ccccc2Cl)cc1	i	-2	i	i	i	-3	i	i	i	i	-3
O=C(NCCc1cccs1)C1CCC(=O)N(CCc2cccc(F)c2)C1 (configuration not stated)	i	-4	i	i	i	-5	i	i	i	i	5
CCOC(=O)CN(C)Cc1cn[nH]c1-c1ccc2cc(OC)ccc2c1	i	19	i	i	i	-3	i	i	i	i	-9
CCn1c(SCc2nc(-c3cccs3)no2)nnc1-c1c[nH]c2ccccc12	i	-2	i	i	i	-10	i	i	i	i	2
Nc1ccc(-c2nc3ccccc3[nH]2)cc1	i	7	i	i	i	-4	i	i	i	i	24
Cc1nn(-c2ccccc2)c2sc(C(=O)OCn3nnc4ccccc4c3=O)cc12	i	16	i	i	i	-12	i	i	i	i	1
CC(=O)Nc1ccc(N(C(=O)c2cnccn2)C(C(=O)NC2CCCCC2)c2ccc(F)cc2)cc1 (configuration not stated)	i	-1	i	i	i	-5	i	i	i	i	-2
Brc1cccc(-c2nnc(SCc3nc4ccccc4[nH]3)o2)c1	i	-3	i	i	i	-5	i	i	i	i	6
COc1ccc(CC(=O)Oc2cc(C)ccc2C)cc1	i	13	i	i	i	-2	i	i	i	i	2
CCCN(C(=O)COC(=O)Cn1c(=O)oc2ccccc21)c1c(N)n(Cc2ccccc2)c(=O)[nH]c1=O	i	21	i	i	i	-13	i	i	i	i	1
Cc1ccc(/C=C2\SC(N)=NC2=O)s1	i	11	i	i	i	-7	i	i	i	i	36
CCOC(=O)/C(=C\c1ccc(OC(F)F)cc1)C1=Nn2c(nnc2-c2ccc(Cl)cc2)SC1	i	4	i	i	i	-4	i	i	i	i	-3
C/C(=N\Nc1ccc(C(=O)O)cc1)c1ccc(Cl)s1	i	15	i	i	i	-11	i	i	i	i	-1
CCOC(=O)C1C(=O)C=C(c2ccc(OC)cc2)CC1c1ccco1 (configuration not stated)	i	-2	i	i	i	-22	i	i	i	i	5

The list is partial; the hit share may differ from the screen's.
